Screening data from PubChem BioAssay.
Mtb RmlCD inh: M. tuberculosis RmlC/RmlD inhibition; P9WH09+P9WH11; RmlC+RmlD coupled enzyme assay, percent inhibition; primary screen in compound mixtures; inhibition, % at 3.6 µM; hit rate 0.03% among 160,000; in the data active = inhibition mostly above about 34%, no sharp cut-off; inconclusive = no clear call, values can overlap the other calls; inactive = mostly below about 22%; also: some results filed as inactive read as strong as hits
Target sequence (P9WH09 whole entry, looked up): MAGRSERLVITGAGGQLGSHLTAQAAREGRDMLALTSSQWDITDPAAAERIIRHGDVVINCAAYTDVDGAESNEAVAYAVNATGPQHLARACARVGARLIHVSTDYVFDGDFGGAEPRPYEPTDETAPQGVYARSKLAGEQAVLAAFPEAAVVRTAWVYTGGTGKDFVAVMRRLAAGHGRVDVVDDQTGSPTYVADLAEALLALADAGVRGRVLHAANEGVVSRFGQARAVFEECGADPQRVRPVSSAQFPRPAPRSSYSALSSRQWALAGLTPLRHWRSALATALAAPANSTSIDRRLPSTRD
Target sequence (P9WH11 whole entry, looked up): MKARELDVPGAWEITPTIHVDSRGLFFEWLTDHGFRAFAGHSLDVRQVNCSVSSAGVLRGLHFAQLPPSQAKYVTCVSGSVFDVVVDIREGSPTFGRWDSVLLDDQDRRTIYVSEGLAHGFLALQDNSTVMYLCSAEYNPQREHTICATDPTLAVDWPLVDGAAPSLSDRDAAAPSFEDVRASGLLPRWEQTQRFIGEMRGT
GlmU inhibition: inhibition of mycobacterial GlmU enzyme – biochemical, glucosamine-1-phosphate acetyltransferase (AID 1376); M. tuberculosis GlmU acetyltransferase enzyme assay; higher % means a stronger effect; hit rate 0.25% among 220,000; one-dose inhibition, %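 (tested at 30 µM in the primary screen)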; IC50 in µM for titrated hits; in the data active = inhibition above about 13%; inconclusive = no clear call, values can overlap the other calls;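 also: 0% = complete reaction with vehicle and 100% = reaction without substrate; strong numbers were not always called active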
Active calls of the source: *; ? = inconclusive; nt = no result given. An excerpt (hit frequency here may not be typical).

Each structure is followed by: Mtb RmlCD inh, GlmU inhibition
> O=S1(=O)CC2(N3CCOCC3)CCCCCCC21 (stereo unspecified)
  -5.7, -0.1%
> Cc1cc(C)c(NC(=S)N(CCN2CCCCC2)Cc2ccco2)c(C)c1
  1.0, 6.7%
> O=C(CCc1nc(-c2ccccc2Cl)no1)NCc1ccco1
  -11.6, -0.2%
> O=C(NC1CCCC1)c1cccc(S(=O)(=O)N2CCCCC2)c1
  8.5, -0.3%
> COc1ccc(N(CC(=O)NCc2cccnc2)S(=O)(=O)c2ccccc2[N+](=O)[O-])c(OC)c1
  -10.1, 1.9%
> CSc1cccc(NC(=S)N(CCCN2CCCC(C)C2)Cc2cccs2)c1 (stereo unspecified)
  5.7, -0.2%
> CC(=O)Nc1ccc(/C=N/NS(=O)(=O)c2cc(C)ccc2C)cc1
  -7.8, -1.3%
> CCN(CC)C(=O)CSC1=C(C#N)C(c2cccs2)C=C(C)N1 (stereo unspecified)
  -7.7, -5.6%
> C/C(=N\NS(=O)(=O)c1ccc(C)cc1)c1cc2ccccc2oc1=O
  -12.3, -5.0%
> CCCSC1=C(C#N)C(c2ccc(O)c(OC)c2)CC(=O)N1 (stereo unspecified)
  nt, 3.6%
> CCOC(=O)c1nn(-c2ccccc2)c(=O)cc1SC(C)C
  -7.7, 6.5%
> Nc1cc(=O)[nH]c(SCC(=O)Nc2ccc(F)c(Cl)c2)n1
  -6.3, 0.5%
> Cc1cccc2cc(COC(=O)c3cccc([N+](=O)[O-])c3)c(=O)[nH]c12
  -0.5, 0.5%
> Cc1ccccc1CN(C)CC(=O)Nc1cccc(S(=O)(=O)N(C)c2ccccc2)c1
  10.6, -1.2%
> CC(C)N1C(=O)CC2(CC[N+](C)(CCOC(=O)C(c3ccccc3)c3ccccc3)CC2)C1=O (stereo unspecified)
  5.3, -1.9%
> CCN1C(=O)CCC(C(=O)O)C1c1ccc(OC)cc1 (stereo unspecified)
  -5.3, -0.1%
> Cc1cc(C)nc(Nc2ncc(O)n2-c2ccc(C)c(C)c2)n1
  -6.0, 2.1%
> CCS(=O)(=O)N1CCN(C(=O)CCC2CCCC2)CC1
  nt, -4.2%
> CCO[C@H]1OC(C(=O)NC2CC2)=C[C@@H](c2ccc(C(F)(F)F)cc2)[C@@H]1CCCO
  nt, 1.2%
> Cc1ccc(NC(=O)COc2ccc(/C=C3/SC(=Nc4ccccc4)N(Cc4cccnc4)C3=O)cc2)cc1
  14.0, 2.9%
> CNC(=O)O/N=C/c1nn(C(=O)C(C)(C)C)cc1Br
  -11.7, 3.3%
> CNc1nc2c(c(=O)n(C)c(=O)n2C)n1Cc1ccccc1
  -3.0, -4.2%
> O=C(COc1ccccc1O)Nc1ccc(Cl)cc1
  8.8, -1.8%
> OC(COc1ccc2cc(Br)ccc2c1)CN1CCCC1 (stereo unspecified)
  15.9, -7.5%
> CCOC(=O)CCC(=O)N1CCNC(=O)C1
  5.6, -2.1%
> C=CCn1c(SCC(=O)Nc2cc(NC(C)=O)ccc2OC)nnc1-c1ccccn1
  nt, -1.2%
> CC(Sc1nnc(-c2ccccc2)c(-c2ccccc2)n1)C(=O)Nc1ncc(Cl)cc1Cl (stereo unspecified)
  9.3, -0.8%
> CCCCNC(=O)c1cccc2c(=O)c(C)c(-c3ccccc3)oc12
  10.2, 3.7%
> CS(=O)(=O)c1ccc(Cl)c(NC(=O)COC(=O)CNC(=O)c2ccccc2)c1
  12.6, -2.7%
> CC(=O)Nc1ccc(S(=O)(=O)N2CCN(CCN3CCOCC3)CC2)cc1Cl
  3.0, -0.1%
> CCn1cc(C2=NOC(C(=O)Nc3cc(C)nn3-c3ccccc3)C2)c(C)n1 (stereo unspecified)
  nt, 3.5%
> COc1ccc(NC(=O)C2CCCN(S(=O)(=O)c3cnc[nH]3)C2)cc1 (stereo unspecified)
  48.9, 1.6%
> COc1ccc(-c2noc(CN(C)CCC3CCCCO3)n2)cc1 (stereo unspecified)
  nt, 3.6%
> CC(=O)N(CC(=O)O)c1ccccc1C(=O)O
  nt, -7.2%
> O=[N+]([O-])c1ccc2nc(-c3ccc(Cl)cc3)n(OCc3ccccc3)c2c1
  -2.1, nt
> Cc1oc(-c2cc3c(cc2Cl)OCO3)nc1CN1CCCC(C(=O)N2CCOCC2)C1 (stereo unspecified)
  6.8, 1.5%
> NNC(=O)CNC(c1ccccc1)c1cc(Br)ccc1NC(=O)c1cccc(Cl)c1 (stereo unspecified)
  nt, 3.5%
> CN(C)CCN=Cc1c(O)n(Cc2ccco2)c(=O)[nH]c1=O
  nt, -1.9%
> Nc1[nH]nc2c1NN(c1ccc(Cl)cc1Cl)N2
  nt, 3.7%
> CC1(C)Oc2ccc3ccc(=O)oc3c2/C(=C/N)C1=O
  -3.5, 1.1%
> CCOC(=O)c1c(NC(=O)CSc2nnc(-c3ccncc3)n2Cc2ccco2)sc(C)c1C
  nt, 4.4%
> O=C(CC1C(=O)NCCN1Cc1cccc(Oc2ccccc2)c1)NCCc1cnccn1 (stereo unspecified)
  -6.3, -4.9%
> COc1ccc(C(=O)Nc2ccc(S(=O)(=O)N3CCOCC3)cc2)cc1OC
  -9.1, -4.7%
> CCOC(=O)/C(=C/C=C/c1ccccc1)NC(=O)c1ccccc1
  1.4, -6.8%
> C=C1CCN(Cc2ccccc2)S(=O)(=O)c2ccccc21
  5.5, 3.3%
> CCc1nc(SCC(=O)c2ccc(C)c(C)c2)n[nH]1
  47.3, -3.9%
> O=C1O/C(=C/c2ccccc2)N=C1c1ccccc1
  -8.7, -3.2%
> CC(C)(C)NC(=O)CSc1nc2scc(-c3ccccc3)c2c(=O)[nH]1
  -9.8, 1.7%
> C/C=C/C(=O)OCC(=O)Nc1cc(-c2cc(C)c(C)cc2C)nn1-c1ccccc1
  52.4, 1.2%
> O=C(NCc1ccccc1Cl)C1CCCN(S(=O)(=O)c2cccc3nsnc23)C1 (stereo unspecified)
  -6.1, 1.3%

Random excerpt: 2 compounds from above.
Each structure is followed by: Mtb RmlCD inh, GlmU inhibition
> COc1ccc(C(=O)Nc2ccc(S(=O)(=O)N3CCOCC3)cc2)cc1OC
  -9.1, -4.7%
> CCOC(=O)c1c(NC(=O)CSc2nnc(-c3ccncc3)n2Cc2ccco2)sc(C)c1C
  nt, 4.4%

Next section
Each structure is followed by: Mtb RmlCD inh, GlmU inhibition
> CCOC(=O)CSC1=N/C(=C\c2ccc(OC)c(OC)c2)C(=O)N1C
  nt, 6.8%
> C=CCn1c(COc2ccccc2F)nnc1SCC(=O)NC(=O)NCc1ccco1
  -9.8, 4.1%
> CCOC(=O)c1c(NC(=O)CSc2nnc(-c3ccc(OC)cc3)o2)sc2c1CCC2
  nt, 0.0%
> Cc1ccc(S(=O)(=O)Nc2nc(C)cc(NN)n2)cc1
  2.3, 2.5%
> C=CCNC(=O)C1CCN(S(=O)(=O)CC)CC1
  nt, 1.1%
> Cc1ccc(C(=O)N2C3=C(CCCC3)C(=O)NC23CCCCC3)cc1
  -14.3, 0.4%
> CC1(C)NC(C)(C)/C(=C\c2cccs2)C(=O)C1=O
  5.1, 4.2%
> CC[N+](CC)(CC)C/C=C/CN1CCCCC1
  3.8, -0.5%
> CC1CC(NC2=NCCS2)CC(C)(C)C1 (stereo unspecified)
  nt, -6.6%
> Cc1ccc(CCNC(=O)c2ccc(CS(=O)(=O)Cc3ccccc3F)o2)cc1
  ?, 1.9%
> Cc1ccc(CN2CCN(Cc3cnc(C)[nH]3)CC2CCO)cc1 (stereo unspecified)
  -6.7, -1.2%
> O=C(CC1NCCNC1=O)Nc1ccccc1 (stereo unspecified)
  -6.2, 2.9%
> Cc1ccc(N(Cc2ccc(C(=O)Nc3c(C)n(C)n(-c4ccccc4)c3=O)cc2)S(C)(=O)=O)cc1C
  10.7, 1.5%
> O=C(NCC1CCCO1)c1ccc(NS(=O)(=O)c2ccccc2)cc1 (stereo unspecified)
  -9.6, -2.2%
> CC(NC(=O)COC(=O)[C@@H]1CCCN1S(=O)(=O)c1ccccc1F)C12CC3CC(CC(C3)C1)C2 (stereo partly specified)
  -0.7, -0.3%
> N#Cc1cccc(NC(=O)CSc2ccc3c4c(cccc24)C(=O)c2ccccc2-3)c1
  10.4, 6.1%
> Cc1cccc(C)c1NC(=O)C1(NC(=O)C2CCC(=O)N2)CCCCC1 (stereo unspecified)
  6.0, -1.8%
> O=C(O)CN1C(=O)C2C3CC(C2C1=O)C1C(c2ccccc2)c2sc(=O)[nH]c2SC31 (stereo unspecified)
  -16.4, 2.4%
> Nc1ccc(C(=O)N/N=C\C=C\c2cccc([N+](=O)[O-])c2)cc1
  -7.0, -5.6%
> OCC[C@@H]1C[C@H](O)[C@@H](O)[C@]2(CCCO2)O1
  nt, -1.8%
> O=C(CCCOc1ccc(Cl)cc1Cl)N1CCc2ccccc2C1
  nt, -1.5%
> COc1ccc(C2NC(=S)NC(C)=C2C(=O)Nc2ccccn2)cc1 (stereo unspecified)
  nt, 2.3%
> COc1cc(OC)cc(C(=O)Oc2c(CN3CCOCC3)cc(Cl)c3cccnc23)c1
  -12.7, nt
> Cc1cccc(CN2CCN(C(=O)CCc3nnc(C4CCCCC4)o3)CC2)c1
  -4.3, 3.5%
> Cc1nn(CCCC(=O)NCCc2ccccc2)c(C)c1[N+](=O)[O-]
  -5.4, -5.3%
> CN(C/N=C(\N)N[N+](=O)[O-])S(=O)(=O)c1ccccc1
  3.6, -2.3%
> O=C(Cn1cnc2ccccc21)N1CCN(S(=O)(=O)c2ccccc2)CC1
  -8.5, 1.4%
> CCOC(=O)c1sc2nc(C)nc(N3CCN(c4ncccn4)CC3)c2c1C
  2.4, 0.9%
> O=C(Nc1nncs1)c1ccc(Br)c(S(=O)(=O)N2CCCC2)c1
  5.9, -4.8%
> Cc1ccc(-n2c(Cc3cccs3)nnc2SCC(=O)Nc2ccc(S(N)(=O)=O)cc2)cc1
  -3.7, -2.9%

(continued)
compound,Mtb RmlCD inh,GlmU inhibition
Cc1ccc(-c2nnn(CC(=O)N(CC(=O)NCC3CCCO3)c3ccc(F)c(Cl)c3)n2)o1 (stereo unspecified),nt,-0.1%
C/C(CC(=O)NCCN1CCOCC1)=N\NC(=O)c1ccncc1,3.5,-3.0%
N#C/C(=C\c1cccs1)C(=O)c1ccccc1,8.3,-5.8%
COc1ccc(-c2nc(Cn3c(SCc4ccc(C)cc4)nc4ccncc43)c(C)o2)cc1OC,26.2,4.6%
CCOC(=O)c1c(-c2ccccc2)nc2c(C)cccn12,14.1,-5.2%
O=C(COC(=O)c1cccc(S(=O)(=O)N2CCN(c3ccccc3)CC2)c1)NCc1ccco1,16.3,5.1%
CCOC(=O)N1CCN(S(=O)(=O)c2ccc(OCC)c3ccccc23)CC1,nt,-1.8%
C=CCOC(=O)C1=C(C)Nc2nnnn2C1c1ccc(OC)cc1OC (stereo unspecified),-11.2,7.0%
CCCC12CN3CC(CCC)(CN(C1)C3C(O)C(O)C(O)CO)C2=O (stereo unspecified),nt,3.8%
O=C(CCN1C(=O)c2ccncc2C1=O)Nc1ccc(F)cc1,8.7,-2.5%
CCc1ccccc1OCC(=O)OCC(=O)c1c(N)n(C)c(=O)n(C)c1=O,2.6,-7.8%
COc1ccnc(Oc2ccccc2)c1C#N,-11.2,-2.8%
CCCCc1nc(SCCN2CCOCC2)c2c(=O)n(C)c(=O)n(C)c2n1,5.9,1.1%
O=C(Nc1c(Cl)ccc2nsnc12)c1cccnc1,5.7,3.3%
O=C(COC(=O)Cc1c(Cl)cccc1Cl)NCCC1=CCCCC1,11.4,0.0%
Cc1ccc(NC(=O)c2cnc(N3CCN(c4ccccn4)CC3)c3ccccc23)c(Br)c1,1.9,2.5%
CCCCC(=O)Nc1nc(C)c(C(C)=O)s1,nt,-1.3%
CCCn1c(CNS(=O)(=O)c2ccc(C)cc2)nc2ccccc21,nt,0.1%
Cc1cc(NC(=O)Cn2ccsc2=N)c([N+](=O)[O-])cc1C,25.4,0.8%
CC(C)N(C(=O)COC(=O)[C@@H]1CC(O)CN1S(=O)(=O)c1ccccc1[N+](=O)[O-])C(C)C (stereo partly specified),16.2,-2.6%
O=C(C(Cc1ccccc1)n1cccc1)N1CCCCCC1 (stereo unspecified),-10.1,-0.2%
Cc1ccc(SCC(=O)NCc2cccnc2)cc1,5.6,0.7%
COc1ccc(CC(=O)NCc2n[nH]c(=S)n2-c2cccc(C)c2)cc1,-7.8,-6.8%
COCCSc1ccccc1C(=O)Nc1ccc(Br)cc1,18.0,-2.5%
COc1cccc(-n2nnc3c(=O)n(Cc4ccc(Br)cc4)cnc32)c1,-5.6,1.6%
CC(=O)Nc1cccc(-c2csc(Nc3cc(C)ccn3)n2)c1,nt,-6.8%
Oc1cc(-n2cccn2)c(O)cc1-n1cccn1,nt,3.2%
C[N+]1(CCCOC(=O)C2(c3ccccc3)CCCC2)CCOCC1,nt,-2.1%
Cc1n[nH]c(C)c1S(=O)(=O)Nc1ccc2c(c1)OCCO2,-4.7,-2.6%
CCOC(=O)C(O)(c1ccc(N(CC)C(=O)OC)cc1)C(F)(F)F (stereo unspecified),9.5,0.1%

An excerpt of these results, field by field.
molecule: O=C1O/C(=C/c2ccccc2)N=C1c1ccccc1
  Mtb RmlCD inh: -8.7; GlmU inhibition: -3.2%
molecule: CC(C)(C)NC(=O)CSc1nc2scc(-c3ccccc3)c2c(=O)[nH]1
  Mtb RmlCD inh: -9.8; GlmU inhibition: 1.7%
molecule: C/C=C/C(=O)OCC(=O)Nc1cc(-c2cc(C)c(C)cc2C)nn1-c1ccccc1
  Mtb RmlCD inh: 52.4; GlmU inhibition: 1.2%

2 of the compounds above, field by field:
COCCSc1ccccc1C(=O)Nc1ccc(Br)cc1
  Mtb RmlCD inh: 18.0
  GlmU inhibition: -2.5%
Cc1ccc(NC(=O)c2cnc(N3CCN(c4ccccn4)CC3)c3ccccc23)c(Br)c1
  Mtb RmlCD inh: 1.9
  GlmU inhibition: 2.5%
